PGK inhibitor – blocks T. brucei phosphoglycerate kinase; P07378; PGK/GAPDH coupled, Kinase-Glo luminescence, 60 min; Potency, µM (titrated, usually from 57.5 µM), for the others: top-dose activity change, negative = inhibition, most hits filed as inhibitors; 380,000 compounds, 0.043% hits; note: % is set by controls: 0 for no effect and ±100 for the full control effect; nearly all actives have a fitted effect of over 60% in size
Target sequence (P07378 whole entry, looked up): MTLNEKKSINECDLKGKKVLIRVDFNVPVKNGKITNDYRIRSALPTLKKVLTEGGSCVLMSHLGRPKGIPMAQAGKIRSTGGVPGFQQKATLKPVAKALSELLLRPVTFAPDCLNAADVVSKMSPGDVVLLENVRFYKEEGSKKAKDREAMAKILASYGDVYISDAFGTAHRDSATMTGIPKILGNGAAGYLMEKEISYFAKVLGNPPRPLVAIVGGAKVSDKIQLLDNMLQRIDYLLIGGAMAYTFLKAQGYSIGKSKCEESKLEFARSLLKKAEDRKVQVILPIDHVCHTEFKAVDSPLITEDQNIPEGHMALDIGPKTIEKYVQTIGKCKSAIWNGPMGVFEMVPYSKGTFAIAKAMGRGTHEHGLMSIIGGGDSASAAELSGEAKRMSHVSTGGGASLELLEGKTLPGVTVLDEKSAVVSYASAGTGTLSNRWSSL
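Luminescent ATP detection (Kinase-Glo Plus) follows a 60-minute room-temperature incubation, with wells lacking PGK as controls. Buffer: 100 mM TEA (pH 7.6), 5 mM MgCl2, 0.01% Tween-20. Coupling enzyme GAPDH (100 nM final) supplies unstable 1,3-BPG in-well.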
BAZ2B inh – BAZ2B (human) inhibition; AID 504333; Potency, µM (doses to about 114 µM), inactives show at the top dose activity change, negative = inhibition, hits mostly inhibitors; 360,000 compounds, 4.4% hits; AlphaScreen BAZ2B-H3K14Ac peptide displacement; note: % is set by controls: 0 for no effect and ±100 for the full control effect; nearly all actives have a fitted effect of over 60% in size
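Compounds, titrated to a top concentration of 110 uM, were incubated 30 min at room temperature with preformed BAZ2B/acetyl-K14 H3 peptide complex (50 nM each). Proximity signal was measured by AlphaScreen after 20 min with beads.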
Pin1 inh – human Pin1 inhibition; Q13526; Potency, µM (titrated, usually from 115 µM), inactives show at the highest dose activity, negative = inhibition, hits mostly inhibitors; Pin1 FP peptide displacement, HiFluor488, 10 min; 390,000 compounds, 0.009% hits; active = well fitted inhibition curve with a large enough effect in the polarisation, with a control signal flat, not every such curve was filed as active; inconclusive = small, poorly fitted or top-dose-only effect, or effect the other way, or a change in a side signal; inactive = no such curve, though single readings can be large or run the other way; the % refers to the polarisation; note: % is set by controls: 0 for no effect and ±100 for the full control effect
Target sequence (Q13526 whole entry, looked up): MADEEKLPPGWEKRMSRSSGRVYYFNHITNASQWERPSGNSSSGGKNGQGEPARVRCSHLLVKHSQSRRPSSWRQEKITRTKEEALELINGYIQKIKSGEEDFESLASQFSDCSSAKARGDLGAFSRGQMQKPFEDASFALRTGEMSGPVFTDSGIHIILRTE
POLI inh – blocks human DNA polymerase iota activity | Q9UNA4 | Pol iota fluorescent replication assay, 10 min | Potency, µM (top dose mostly 115 µM), for the others: at the highest dose activity, negative = inhibition, usual class: inhibitors | 390,000 compounds, 1% hits | AID 588590
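Pol iota at 10 nM preincubated 15 min with compounds at room temperature; reaction started with fluorescent substrate, 50 nM final. Fluorescence read kinetically at 0 and 10 min; buffer-only wells as negative control.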
HP1b binding inh – inhibitors of HP1-beta chromodomain binding to methylated histone tails; AlphaScreen HP1-beta / biotin-H3K9me3 peptide binding; Potency, µM (top dose mostly 114 µM), for inactives: at the top dose activity change, negative = inhibition, actives largely listed as inhibitors; 390,000 compounds, 0.56% hits; note: nearly all actives have a fitted effect of over 70% in size; inactives centre near 23
Target sequence (P83916 whole entry, looked up): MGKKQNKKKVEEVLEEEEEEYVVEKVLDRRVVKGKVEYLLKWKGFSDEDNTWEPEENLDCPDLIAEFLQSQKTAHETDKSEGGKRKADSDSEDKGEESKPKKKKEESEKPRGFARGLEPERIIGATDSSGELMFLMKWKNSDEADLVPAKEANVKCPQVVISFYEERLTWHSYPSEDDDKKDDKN
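Compound inhibition of the preformed complex between 50 nM HP1-beta and 50 nM biotinylated H3K9me3 peptide was read by AlphaScreen. Buffer was PBS pH 7.4 with 0.01% Tween-20. Incubations ran 30 min at room temperature, with 10 ug/mL donor/acceptor beads.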
BLM inh – Bloom syndrome helicase (human) inhibition. AID 2528. P54132. Potency, µM (series often up to 56.1 µM), for inactives: top-dose activity change, negative = inhibition, hits mostly inhibitors. 350,000 compounds, 0.2% hits. recombinant BLM DNA unwinding, fluorescence dequenching;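 note: plate controls were vehicle for no effect and no enzyme for full effect; nearly all actives have a fitted effect of over 35% in size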
JMJD2A Tudor – inhibitors of human JMJD2A Tudor domain; 390,000 compounds, 4.4% hits; O75164; Potency, µM (doses to about 114 µM), for inactives: at the top dose activity change, negative = inhibition, actives largely listed as inhibitors; AlphaScreen JMJD2A-Tudor / H3K4me3 peptide binding; AID 504339; note: % is set by controls: 0 for no effect and ±100 for the full control effect; nearly all actives have a fitted effect of over 50% in size
GLS inh – blocks human kidney-isoform glutaminase activity; GLS enzymatic activity, qHTS titration; Potency, µM (highest dose often 45.5 µM), for inactives: at the highest dose activity change, negative = inhibition, hits mostly inhibitors; AID 624170; 410,000 compounds, 0.21% hits; O94925; note: % is set by controls: 0 for no effect and ±100 for the full control effect
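Enzyme dispensed in phosphate buffer (45 mM, pH 8.2, 0.02% Tween-20), compounds pinned in, then 1 mM L-glutamine solution and the glutamate oxidase–HRP–Amplex Red mix added; fluorescence read immediately and again after 30 min at room temperature.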
G9a inh – G9a (human) methyltransferase inhibition. 350,000 compounds, 8.8% hits. G9a H3K9 monomethylation, AlphaScreen, 2 h. AID 504332. Potency, µM (series often up to 102 µM), inactives show at the top dose activity, negative = inhibition, actives largely listed as inhibitors. Q96KQ7; note: % is set by controls: 0 for no effect and ±100 for the full control effect; nearly all actives have a fitted effect of over 75% in size
Target sequence (Q96KQ7 913-1193 limits assumed): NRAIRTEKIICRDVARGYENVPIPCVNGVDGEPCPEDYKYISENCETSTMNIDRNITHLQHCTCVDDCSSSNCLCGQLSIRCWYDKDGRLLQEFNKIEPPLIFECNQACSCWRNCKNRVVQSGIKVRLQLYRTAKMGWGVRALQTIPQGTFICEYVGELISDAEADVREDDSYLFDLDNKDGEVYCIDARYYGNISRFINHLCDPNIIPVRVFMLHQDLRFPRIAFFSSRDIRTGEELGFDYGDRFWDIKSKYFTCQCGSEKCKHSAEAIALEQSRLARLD
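Enzyme 20 nM + cpd, 15 min RT; add b-H3K9 pep 500 nM / SAM 20 uM; 2 h RT; anti-H3K9me1 Ab 0.5 ug/mL + SA donor / anti-rabbit acceptor beads 20 ug/mL each, 10 min; AlphaScreen read.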
Starred values were filed as active, the others as inactive; [ ] = another dose, or the depositor's remark. Unless noted, calls come from the whole dose curve; as a rule, active = well fitted curve in the direction sought with a large enough effect; inconclusive = small, poorly fitted or top-dose-only effect, or another doubt; inactive = no such curve, though single readings can be large; an effect the other way counts as inactive or inconclusive. Potency is the fitted concentration of half-maximal effect. Not all compounds are listed; the hit share may differ from the screen's.

How did Cc1cccc(OCCCn2c(CCNC(=O)C(C)C)nc3ccccc32)c1 do in these assays?
PGK inhibitor: 2%; BAZ2B inh: -3%; Pin1 inh: 2%; POLI inh: 4%; HP1b binding inh: 26%; BLM inh: 4%; JMJD2A Tudor: -5%; GLS inh: 10%; G9a inh: -9%[59 µM]

What do the screens show for `CCCC(=O)N(CCc1ccc(OC)cc1)Cc1nc2ccccc2c(=O)[nH]1`?
PGK inhibitor: 7%[11.5 µM]; BAZ2B inh: -6%; Pin1 inh: 1%; POLI inh: 4%; HP1b binding inh: 25%; BLM inh: -1%; JMJD2A Tudor: 11%; GLS inh: -4%; G9a inh: -10%

How did CC(CCc1ccccc1)NC(=O)COC(=O)c1cccc(N(C)C)c1 (stereo unspecified) do in these assays?
PGK inhibitor: -6%; BAZ2B inh: -23%; Pin1 inh: 4%; POLI inh: -6%; HP1b binding inh: 4%; BLM inh: -6%; JMJD2A Tudor: inconclusive; GLS inh: 15%; G9a inh: 11%

What do the screens show for `COc1ccc2c(CC(=O)N3CCN(S(=O)(=O)c4ccc(F)cc4)CC3)coc2c1`?
PGK inhibitor: inactive; BAZ2B inh: inconclusive; Pin1 inh: 9%; POLI inh: inconclusive; HP1b binding inh: 9%; JMJD2A Tudor: inconclusive; GLS inh: 1%; G9a inh: 1%[12.7 µM]

Results for OC(CNCc1ccc(F)cc1)(c1ccc(F)cc1)c1ccc(F)cc1 ?
PGK inhibitor: 7%; BAZ2B inh: 14%; Pin1 inh: -6%; POLI inh: 20%; HP1b binding inh: 124%[activator]; BLM inh: -5%; JMJD2A Tudor: 79%[activator]; G9a inh: 126%[activator][59 µM]

What do the screens show for `O=C(CSCCNS(=O)(=O)c1ccccc1)Nc1ccccc1`?
PGK inhibitor: 9%; BAZ2B inh: 2%; Pin1 inh: 4%; POLI inh: 16%; HP1b binding inh: 49%[activator]; BLM inh: 0%; JMJD2A Tudor: -7%; GLS inh: 4%; G9a inh: 14%

How did CCOc1ccccc1N(C)C(=O)Cn1nc(Cc2cccnc2)c2ccccc2c1=O do in these assays?
PGK inhibitor: -5%; BAZ2B inh: -5%; Pin1 inh: 0%; POLI inh: 9%; HP1b binding inh: 26%; BLM inh: -1%; JMJD2A Tudor: -18%; GLS inh: -10%; G9a inh: -9%[59 µM]

What do the screens show for `COc1cccc(-c2nc3n(n2)C(c2ccccc2Cl)C(C(N)=O)=C(C)N3)c1` (stereo unspecified)?
PGK inhibitor: -5%; BAZ2B inh: -5%; Pin1 inh: 9%; POLI inh: 1%; HP1b binding inh: 50%[activator]; BLM inh: 3%; JMJD2A Tudor: -18%; GLS inh: 17%; G9a inh: 5%[59 µM]

How did COc1ccccc1COc1ccc2c(C)c(CC(=O)O)c(=O)oc2c1C do in these assays?
PGK inhibitor: -5%; BAZ2B inh: -8%; Pin1 inh: -7%; POLI inh: 32%[activator]; HP1b binding inh: 18%; BLM inh: 0%; JMJD2A Tudor: -17%; GLS inh: 23%; G9a inh: -6%

Results for COc1ccc(-n2c(C)nc3cc(C(=O)NC4CCCCCC4)ccc32)cc1 ?
PGK inhibitor: 4%; BAZ2B inh: inconclusive; Pin1 inh: 9%; POLI inh: inconclusive; HP1b binding inh: 9%; BLM inh: -2%; JMJD2A Tudor: -13%; GLS inh: 5%; G9a inh: -16%[59 µM]

What do the screens show for `Cc1cc(=O)oc(C)c1C(=O)O`?
PGK inhibitor: -7%; BAZ2B inh: -19%; Pin1 inh: 0%; POLI inh: 1%; HP1b binding inh: 6%; BLM inh: 2%; JMJD2A Tudor: -28%; GLS inh: -1%; G9a inh: -36%[12.7 µM]

How did CC(C)c1ccc(-c2nc(C(N)=O)c3c(n2)n(-c2ccc4c(c2)OCO4)c(=O)n3C)cc1 do in these assays?
PGK inhibitor: -1%; BAZ2B inh: inconclusive; Pin1 inh: inconclusive; POLI inh: -7%; HP1b binding inh: 28%[57 µM]; BLM inh: -1%; JMJD2A Tudor: 5%; GLS inh: 1%; G9a inh: 9%[59 µM]

Retrieved by structure from the list above (2):
How did CC(CCc1ccccc1)NC(=O)COC(=O)c1cccc(N(C)C)c1 (stereo unspecified) do in these assays?
PGK inhibitor: -6%; BAZ2B inh: -23%; Pin1 inh: 4%; POLI inh: -6%; HP1b binding inh: 4%; BLM inh: -6%; JMJD2A Tudor: inconclusive; GLS inh: 15%; G9a inh: 11%

What do the screens show for `COc1cccc(-c2nc3n(n2)C(c2ccccc2Cl)C(C(N)=O)=C(C)N3)c1` (stereo unspecified)?
PGK inhibitor: -5%; BAZ2B inh: -5%; Pin1 inh: 9%; POLI inh: 1%; HP1b binding inh: 50%[activator]; BLM inh: 3%; JMJD2A Tudor: -18%; GLS inh: 17%; G9a inh: 5%[59 µM]

The main list resumes, repeating the two entries before the break.
What do the screens show for `Cc1cc(=O)oc(C)c1C(=O)O`?
PGK inhibitor: -7%; BAZ2B inh: -19%; Pin1 inh: 0%; POLI inh: 1%; HP1b binding inh: 6%; BLM inh: 2%; JMJD2A Tudor: -28%; GLS inh: -1%; G9a inh: -36%[12.7 µM]

How did CC(C)c1ccc(-c2nc(C(N)=O)c3c(n2)n(-c2ccc4c(c2)OCO4)c(=O)n3C)cc1 do in these assays?
PGK inhibitor: -1%; BAZ2B inh: inconclusive; Pin1 inh: inconclusive; POLI inh: -7%; HP1b binding inh: 28%[57 µM]; BLM inh: -1%; JMJD2A Tudor: 5%; GLS inh: 1%; G9a inh: 9%[59 µM]

What do the screens show for `CC(Cc1c[nH]c2ccccc12)NC(=O)OCCCl` (stereo unspecified)?
PGK inhibitor: -3%; BAZ2B inh: -14%; Pin1 inh: 1%; POLI inh: -7%; HP1b binding inh: 43%[activator]; BLM inh: 1%; JMJD2A Tudor: -14%; GLS inh: 19%; G9a inh: -10%[59 µM]

Results for O=C(C1=C[C@@H](c2ccc3c(c2)OCO3)C[C@@H](OCCCCO)O1)N1CCOCC1 ?
PGK inhibitor: -6%; BAZ2B inh: -16%; Pin1 inh: -3%; POLI inh: -4%; HP1b binding inh: 1%; BLM inh: -18%; JMJD2A Tudor: -15%; GLS inh: -2%

What do the screens show for `COc1ccc(NC(=S)N2CCC(c3nc4ccc(Cl)cc4[nH]3)CC2)c(OC)c1`?
BAZ2B inh: 0%[57.1 µM]; Pin1 inh: -4%; POLI inh: -6%; HP1b binding inh: 17%; BLM inh: -15%; JMJD2A Tudor: -27%; GLS inh: 14%; G9a inh: -44%[59 µM]

What do the screens show for `CCOc1ccc(-n2cc(-c3ccccc3)c3c(NCc4ccccc4)ncnc32)cc1`?
PGK inhibitor: -2%; BAZ2B inh: inconclusive; Pin1 inh: -2%; POLI inh: 15%; HP1b binding inh: -5%; BLM inh: -4%; JMJD2A Tudor: -26%; GLS inh: -8%; G9a inh: -5%[59 µM]

What do the screens show for `CCn1c(C)nc2c(=O)oc3ccccc3c21`?
PGK inhibitor: inactive; BAZ2B inh: -2%; Pin1 inh: -2%; POLI inh: -10%; HP1b binding inh: 32%; BLM inh: -11%; JMJD2A Tudor: -1%; GLS inh: -2%; G9a inh: -29%[0.0925 µM]

What do the screens show for `Cc1cc(C)n(-c2ccc(F)cc2CN2CCN(Cc3ccccc3)C(CCO)C2)n1` (stereo unspecified)?
PGK inhibitor: -9%; BAZ2B inh: 4%; Pin1 inh: -2%; POLI inh: 7%; HP1b binding inh: 51%[activator]; BLM inh: 1%; JMJD2A Tudor: -11%; GLS inh: -2%

What do the screens show for `O=C(O)c1ccc(Cl)c(S(=O)(=O)N(Cc2ccccc2)c2ccc(F)cc2)c1`?
PGK inhibitor: 8%; BAZ2B inh: -35%; Pin1 inh: 5%; POLI inh: -13%; HP1b binding inh: 25%; BLM inh: -10%; JMJD2A Tudor: -15%; GLS inh: 10%; G9a inh: -5%

How did Cn1cc(C(=O)C(=O)N2CCOCC2)c2ccccc21 do in these assays?
PGK inhibitor: 1%; BAZ2B inh: -4%; Pin1 inh: inconclusive; POLI inh: -3%; HP1b binding inh: 27%; BLM inh: -2%; JMJD2A Tudor: 0%; GLS inh: -1%; G9a inh: -1%

Results for COC(=O)c1cccc(OCC(O)Cn2ccnc2)c1 (stereo unspecified) ?
PGK inhibitor: -1%; BAZ2B inh: -4%; Pin1 inh: -4%; POLI inh: 11%; HP1b binding inh: 14%; BLM inh: -3%; JMJD2A Tudor: -8%; GLS inh: 2%; G9a inh: 8%

Results for Cc1cc(C)cc(OCC(=O)N(Cc2ccco2)c2c(N)n(Cc3ccccc3)c(=O)[nH]c2=O)c1 ?
PGK inhibitor: 2%; BAZ2B inh: 3%; Pin1 inh: 2%; POLI inh: 19%; HP1b binding inh: 19%; JMJD2A Tudor: -15%; GLS inh: -1%; G9a inh: inconclusive

Results for CCCCNC(=O)c1c(C)cc(=O)oc1C ?
PGK inhibitor: -2%; BAZ2B inh: 11%; Pin1 inh: -5%; POLI inh: 13%; HP1b binding inh: 33%; BLM inh: 0%; JMJD2A Tudor: -9%; GLS inh: 5%; G9a inh: 0%[59 µM]

Results for COc1ccc(S(=O)(=O)N2CCCC(C(=O)NCc3ccncc3)C2)cc1 (stereo unspecified) ?
PGK inhibitor: -9%; BAZ2B inh: 9%; Pin1 inh: -10%; POLI inh: 10%; HP1b binding inh: 21%; BLM inh: 1%; JMJD2A Tudor: -15%; GLS inh: -3%; G9a inh: -11%[59 µM]

How did Cc1ccc(C)c(Cn2c(=O)cc(C)c3c(C)nn(C)c32)c1 do in these assays?
PGK inhibitor: -1%; BAZ2B inh: 18%; Pin1 inh: -2%; POLI inh: -10%; HP1b binding inh: 79%[activator]; BLM inh: -16%; JMJD2A Tudor: 25%; GLS inh: 3%; G9a inh: 38%[activator][59 µM]

Results for Cc1cc(C(=O)OCC(=O)NCCc2ccccc2)c2ccccc2n1 ?
PGK inhibitor: 0%; BAZ2B inh: -2%; Pin1 inh: 2%; POLI inh: -17%; HP1b binding inh: 21%; JMJD2A Tudor: -18%; GLS inh: 11%; G9a inh: 19%[59 µM]
